POLB inh = qHTS Assay for Inhibitors of DNA Polymerase Beta | P06746 | Pol beta primer extension/strand displacement, fluorescence kinetic | Potency, µM (doses to about 114 µM), inactives show at the top dose activity change, negative = inhibition, actives largely listed as inhibitors | 1.3% of 340,000 active; note: potency is the fitted concentration of half-maximal effect; % is set by controls: 0 for no effect and ±100 for the full control effect
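Values derive from four-parameter Hill fits of normalized kinetic data: reads at 0 and 10 min following addition of 50 nM substrate to 10 nM Pol beta preincubated 15 min with compound.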
ERG Ets-DNA blk = qHTS for Small Molecule Inhibitors of the ERG Ets/DNA interaction; Potency, µM (titrated, usually from 76.9 µM), inactives show at the highest dose FP activity, negative = inhibition, most hits filed as inhibitors; AID 624246, 2012; fluorescence polarization, His-ERG Ets domain / labelled DNA; 0.028% of 370,000 active; Transcriptional regulator ERG (Homo sapiens), P11308; active = well fitted inhibition curve with a large enough effect in the polarisation, with a control signal flat; inconclusive = small, poorly fitted or top-dose-only effect, or effect the other way, or a change in a side signal; inactive = no such curve, though single readings can be large or run the other way; the % refers to the polarisation;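 note: polarization taken with two DNA probes labelled with fluorescein and Texas red; potency is the fitted concentration of half-maximal effect; % of control where 0% means no effect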
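His-tagged ERG Ets domain (1 uM in the protein solution; 300mM KCl, 50mM Tris-HCl, 1mM EDTA, 1mM DTT, pH 7.5) received compound, then a probe mix of 5 nM fluorescein-DNA and 100nM Texas-615-DNA. Fluorescence polarization was read for both dyes.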
BLM helicase inh = qHTS Assay for Inhibitors of Bloom's syndrome helicase (BLM). RecQ-like DNA helicase BLM (Homo sapiens), P54132. Potency, µM (series often up to 56.1 µM), without a hit: at the highest dose activity change, negative = inhibition, most hits filed as inhibitors. AID 2528, 2010. recombinant BLM DNA unwinding, fluorescence dequenching. 0.2% of 350,000 active;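 note: potency is the fitted concentration of half-maximal effect; plate controls were vehicle for no effect and no enzyme for full effect; nearly all actives have a fitted effect of over 35% in size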
Target sequence (P54132 whole entry, looked up): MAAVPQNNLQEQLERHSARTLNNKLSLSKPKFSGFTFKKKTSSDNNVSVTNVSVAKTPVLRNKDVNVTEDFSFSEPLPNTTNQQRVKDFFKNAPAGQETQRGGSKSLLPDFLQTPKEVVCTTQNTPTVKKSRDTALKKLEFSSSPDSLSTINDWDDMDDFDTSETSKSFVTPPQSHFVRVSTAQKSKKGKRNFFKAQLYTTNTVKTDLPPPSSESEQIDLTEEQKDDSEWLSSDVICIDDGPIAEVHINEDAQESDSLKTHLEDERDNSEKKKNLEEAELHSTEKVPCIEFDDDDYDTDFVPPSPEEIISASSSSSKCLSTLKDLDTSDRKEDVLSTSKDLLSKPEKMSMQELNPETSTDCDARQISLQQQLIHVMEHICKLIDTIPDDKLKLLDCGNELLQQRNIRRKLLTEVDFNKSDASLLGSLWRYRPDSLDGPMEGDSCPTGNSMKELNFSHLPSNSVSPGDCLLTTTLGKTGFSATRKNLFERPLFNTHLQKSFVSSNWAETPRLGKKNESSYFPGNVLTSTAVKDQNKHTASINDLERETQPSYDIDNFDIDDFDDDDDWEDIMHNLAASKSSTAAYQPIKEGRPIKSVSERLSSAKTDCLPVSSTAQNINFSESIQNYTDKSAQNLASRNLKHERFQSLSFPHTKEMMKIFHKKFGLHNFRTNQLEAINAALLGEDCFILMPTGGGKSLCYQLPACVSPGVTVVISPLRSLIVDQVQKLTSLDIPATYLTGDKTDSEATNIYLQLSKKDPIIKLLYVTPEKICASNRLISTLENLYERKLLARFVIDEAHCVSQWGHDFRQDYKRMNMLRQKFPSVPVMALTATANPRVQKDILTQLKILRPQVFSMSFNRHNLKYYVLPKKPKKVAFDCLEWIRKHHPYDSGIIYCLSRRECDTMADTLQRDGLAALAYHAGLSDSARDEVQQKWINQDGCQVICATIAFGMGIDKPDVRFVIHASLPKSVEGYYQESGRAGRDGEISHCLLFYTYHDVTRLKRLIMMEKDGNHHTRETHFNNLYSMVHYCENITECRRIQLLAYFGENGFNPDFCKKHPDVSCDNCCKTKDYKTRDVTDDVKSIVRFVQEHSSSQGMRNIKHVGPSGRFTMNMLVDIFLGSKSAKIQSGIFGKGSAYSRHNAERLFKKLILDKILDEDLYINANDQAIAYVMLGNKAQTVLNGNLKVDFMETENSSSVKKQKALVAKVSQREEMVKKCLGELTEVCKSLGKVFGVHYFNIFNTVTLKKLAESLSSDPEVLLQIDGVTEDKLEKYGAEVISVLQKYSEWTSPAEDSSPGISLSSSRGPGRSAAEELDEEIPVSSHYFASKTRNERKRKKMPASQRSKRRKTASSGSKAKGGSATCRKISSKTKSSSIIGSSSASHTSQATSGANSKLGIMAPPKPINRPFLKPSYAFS
TRHR agonist = qHTS for Small Molecule Agonists and Allosteric Enhancers of Human TRH Receptor: Primary Screen for Agonists; activation, % at 2 µM; Thyrotropin-releasing hormone receptor (Homo sapiens), P34981; TRHR cells, calcium flux fluo-8, FDSS agonist mode; 0.18% of 360,000 active; in the data active = activation above about 30%; note: 0% is about no effect
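Fluo-8-loaded TRHR cells; 10 s baseline, compound added, kinetic Ca2+ fluorescence read 1/s, agonist mode.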
APEX1 inh = qHTS Assay for Inhibitors of the Human Apurinic/apyrimidinic Endonuclease 1 (APE1). DNA repair nuclease/redox regulator APEX1 (Homo sapiens), P27695. recombinant APE1, TAMRA/BHQ-2 abasic DNA cleavage fluorescence. Potency, µM (series often up to 65.8 µM), without a hit: at the top dose activity change, negative = inhibition, hits mostly inhibitors. 0.35% of 350,000 active;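 note: potency is the fitted concentration of half-maximal effect; plate controls were vehicle for no effect and reference inhibitor for full effect; nearly all actives have a fitted effect of over 55% in size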
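Kinetic fluorescence read (525 ex/598 em nm, three reads 60 s apart) of AP-site incision; signal = third minus first read. Enzyme 0.75 nM, dual-labelled THF duplex 50 nM, compound preincubation 15 min RT.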
Pol iota inh = qHTS for Inhibitors of Polymerase Iota; DNA polymerase iota (Homo sapiens), Q9UNA4; Pol iota fluorescent replication assay, 10 min; Potency, µM (highest dose often 115 µM), for inactives: at the highest dose activity, negative = inhibition, hits mostly inhibitors; 1% of 390,000 active; note: potency is the fitted concentration of half-maximal effect
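Fluorescent replication assay read twice, at 0 min and 10 min after adding 50 nM (final) substrate. Enzyme (10 nM) and compounds were first incubated 15 min at room temperature; enzyme-free buffer wells were negative controls.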
12-LOX inh = Primary qHTS assay for inhibitors of human arachidonate 12S-lipoxygenase (ALOX12): Round 2 | Potency, µM (titrated, usually from 108 µM), inactives show at the highest dose activity change, negative = inhibition, usual class: inhibitors | purified 12hLO, xylenol orange hydroperoxide absorbance | Polyunsaturated fatty acid lipoxygenase ALOX12 (Homo sapiens), P18054 | 1.1% of 580,000 active; note: potency is the fitted concentration of half-maximal effect; % is set by controls: 0 for no effect and ±100 for the full control effect
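Purified human 12hLO at 150 nM in 25 mM Hepes, 0.01% Triton X-100, pH 7.0, preincubated 15 min at room temperature with compound. Reaction started with 40 uM arachidonic acid, 30 min at room temperature. Hydroperoxide measured by Fe-xylenol orange, 573/405 nm absorbance ratio.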
Pol kappa inh = qHTS for Inhibitors of Polymerase Kappa | purified Pol kappa, fluorescent DNA synthesis assay, 10 min | AID 588579, 2011 | Potency, µM (top dose mostly 107 µM), without a hit: at the highest dose activity, negative = inhibition, hits mostly inhibitors | 0.53% of 400,000 active; note: potency is the fitted concentration of half-maximal effect; % is set by controls: 0 for no effect and ±100 for the full control effect
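Pol kappa 10 nM + cpd, 15 min RT; start w/ substrate 50 nM final; fluorescence kinetic read, 0 and 10 min. Neg ctrl: buffer, no enzyme.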
Apoferritin bind = qHTS Assay for Identification of Novel General Anesthetics; Ferritin light chain (Equus caballus), P02791; apoferritin/1-aminoanthracene competitive binding, fluorescence; Potency, µM (highest dose often 77.5 µM), for inactives: top-dose activity change, negative = displacement, usual class: inhibitors; 0.074% of 350,000 active; note: potency is the fitted concentration of half-maximal effect; % is set by controls: 0 for no effect and ±100 for the full control effect; nearly all actives have a fitted effect of over 20% in size
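Steps: apoferritin (10 uM) was premixed with half-saturated 1-AMA in PBS, compounds were pin-transferred, plates stood 10 min at room temperature, fluorescence was read at 380/535 nm, and curves were fitted with a Hill equation.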
* marks the source's active call; other numbers are inactive results; ? = inconclusive; . = not tested or not shown; & = joins results of further samples; [ ] = dose if it differs, or a comment. Unless noted, calls come from the whole dose curve; as a rule, active = well fitted curve in the direction sought with a large enough effect; inconclusive = small, poorly fitted or top-dose-only effect, or another doubt; inactive = no such curve, though single readings can be large; an effect the other way counts as inactive or inconclusive. These rows are one share of the data; count on the stated rates, not on these rows.

compound	TRHR agonist	POLB inh	ERG Ets-DNA blk	Pol kappa inh	Pol iota inh	BLM helicase inh	12-LOX inh	Apoferritin bind	APEX1 inh
CCOC(=O)C1=C(C)Nc2ccccc2N=C1NC(=O)/C=C/c1ccc(OC)cc1OC	0.6	23%	3%	-14%	132%[activator]	-7%	-2%	-11%	?
O=S(=O)(/N=C(/Nc1cc(N2CCOCC2)ncn1)c1ccccc1)c1ccccc1	-0.2	-1%	9%	5%	-1%	-4%	-2%	-3%	5%
Cc1ccc(NCC2(N=Cc3ccccc3)OC(CO)C(O)C2O)cc1 (stereo not drawn)	.	.	-5%	-6%	83%[activator]	.	0%	.	.
O=C(O)c1c[nH]c2cc(C(F)(F)F)ccc2c1=O	-0.3	16%	-1%	4%	14%	-5%	.	-7%	7%
COc1ccc(C(=O)NC2CCN(CC(=O)Nc3c(C)cccc3C)CC2)cc1OC	0.2	21%	-2%	-6%	143%[activator]	-3%	26%	-13%	-5%
O=c1c2ccccc2nc(SCc2cccc(F)c2)n1Cc1ccco1	1.6	5%	5%	2%	9%	-12%	0%	-12%	-9%
CC(=O)c1cccc(N2C(=NC(=O)C3CC3)SC3CS(=O)(=O)CC32)c1 (stereo not drawn)	0.6	3%	3%	-1%	17%	-2%	-23%	-3%	-18%
COc1ccc2cc(CCNC(=O)c3ccco3)c(=O)[nH]c2c1	-0.1	13%	2%	2%	-8%	3%	-18%	-1%	56%[activator]
Cc1ccccc1OCC(=O)Nc1ccccc1NC(=O)c1ccco1	-2.9	-17%	8%	-1%	60%[activator]	-1%	22%	-18%	12%
O=C(CNC(=O)c1ccccc1Cl)N/N=C/C=C/c1ccccc1	0.0	-12%	-4%	-16%	66%[activator]	-11%	1%	?	-9%
C=CCN(CC=C)C(=O)c1cccc(OC2CCN(S(=O)(=O)N(C)C)CC2)c1	-2.3	?	5%	-5%	21%	-9%	3%	-10%	21%
CC1=C(C(=O)OCC2CCCO2)C(c2coc3ccccc3c2=O)C2=C(CC(C)(C)CC2=O)N1 (stereo not drawn)	-0.6	7%	-16%	-3%	12%	0%	-1%	-19%	-1%
Cc1ccc(S(=O)(=O)CC(=O)Nc2ccc(F)c(F)c2F)cc1	-0.6	28%	1%	2%	49%[activator]	-1%	1%	1%	11%
O=C(NCCCCc1ccccc1)c1ccccc1Cl	0.3	?	-3%	-4%	105%[activator]	-3%	-1%	-20%	0%
Cc1ccccc1CNC(=O)C(=O)Nc1nccs1	1.2	9%	2%	6%	19%	-3%	-4%	-5%	-2%
CC(=O)N1C(=O)NC2=C(C(=O)CCC2)C1c1cccc([N+](=O)[O-])c1 (stereo not drawn)	0.3	7%	-15%	0%	23%	-5%	0%	-1%	-2%
BrCCOCCOc1ccc2ccccc2c1	0.2	1%	0%	-15%	7%	2%	-11%	-5%	0%
Cc1ccc(NC(=O)CCn2nc(C)c(S(=O)(=O)N3CCCCC3)c2C)cc1Cl	0.6	-23%	-2%	1%[60.1 µM]	-14%	-5%	-12%	?	.
O=C(CC1C(=O)NCCN1C(=O)Nc1ccccc1)Nc1ccc2c(c1)OCO2 (stereo not drawn)	-0.5	11%	-2%	8%	8%	-1%	0%	-19%	-2%
Cn1c(=O)c2[nH]c(CCCCc3nc4ccccc4[nH]3)nc2n(C)c1=O	.	.	10%	-12%	94%[activator]	.	-4%	.	.
COc1ccc2c(c1)CC/C(=C\c1ccc(OC)c(Cn3nc(C)cc3C)c1)C2=O	4.9	-14%	1%	?	?	-12%	0%	?	-3%
COc1ccc(C#Cc2ccc3c(c2)c(=O)c2ccccc2n3C)cc1	0.5	44%	2%	3%	1%	1%	?	-15%	-19%
Cc1ccccc1OCC(=O)N(Cc1ccco1)c1c(N)n(Cc2ccccc2)c(=O)[nH]c1=O	-0.2	.	-6%	1%	7%	.	3%	.	15%
O=S(=O)(Nc1nc(-c2sccc2Cl)cs1)c1cc(Cl)ccc1Cl	.	32µM*	3%	-19%	?	-14%	.	?	-1%
CC1(C)Cc2ccccc2-c2nc3ccccc3c(=O)n21	-1.4	5%	-5%	-7%	20%	-4%	5%	-22%	7%
CC(=O)Nc1ccc(Br)cc1C(=O)C(=O)O	0.6	26%	-8%	-19%	-2%	-1%	-8%	1%	0%
O=C(CN1CCN(c2ccc(F)cc2)CC1)Nc1ccc(F)c(F)c1	0.1	8%	-3%	-7%	5%	-3%	0%	-5%	-6%
CC(=O)Nc1ccc(OCC(=O)NCc2ccc3c(c2)OCO3)cc1	0.3	22%	-7%	-6%	173%[activator]	1%	-14%	-3%	-4%
CC1CCc2sc(C(=O)N=Nc3c(O)[nH]c4ccccc34)cc2C1 (stereo not drawn)	0.2	17%	.	.	.	0%	.	-4%	8%
CC1(C)CC(=O)C=C(NC2CC(C)(C)NC(C)(C)C2)C1	0.5	-2%	.	-2%[60.1 µM]	9%	2%	4%	-9%	4%

Some of the entries so far, with each value named.
> BrCCOCCOc1ccc2ccccc2c1
- TRHR agonist: 0.2
- POLB inh: 1%
- ERG Ets-DNA blk: 0%
- Pol kappa inh: -15%
- Pol iota inh: 7%
- BLM helicase inh: 2%
- 12-LOX inh: -11%
- Apoferritin bind: -5%
- APEX1 inh: 0%
> CC1CCc2sc(C(=O)N=Nc3c(O)[nH]c4ccccc34)cc2C1 (stereo not drawn)
- TRHR agonist: 0.2
- POLB inh: 17%
- ERG Ets-DNA blk: .
- Pol kappa inh: .
- Pol iota inh: .
- BLM helicase inh: 0%
- 12-LOX inh: .
- Apoferritin bind: -4%
- APEX1 inh: 8%
> COc1ccc2c(c1)CC/C(=C\c1ccc(OC)c(Cn3nc(C)cc3C)c1)C2=O
- TRHR agonist: 4.9
- POLB inh: -14%
- ERG Ets-DNA blk: 1%
- Pol kappa inh: ?
- Pol iota inh: ?
- BLM helicase inh: -12%
- 12-LOX inh: 0%
- Apoferritin bind: ?
- APEX1 inh: -3%

(listing goes on)
compound	TRHR agonist	POLB inh	ERG Ets-DNA blk	Pol kappa inh	Pol iota inh	BLM helicase inh	12-LOX inh	Apoferritin bind	APEX1 inh
CCN(c1ccccc1)S(=O)(=O)c1ccc(OC)c(NS(=O)(=O)c2cccs2)c1	-1.3	?	-4%	-2%	-21%	-1%	6%	-11%	?
CCc1ccc(N2C(=O)CN(CC(=O)OC)C2=S)cc1	-0.8	31%	-10%	-7%	49%[activator]	-1%	-7%	-13%	-2%
COCCNC(=O)CSc1nc2cc(OC)c(OC)cc2c(=O)n1CCC1=CCCCC1	-0.2	-20%	-8%	-4%	9%	0%	-1%	1%	3%
Cc1ccn2cc(CCNC(=O)COc3ccccc3)nc2c1	0.0	6%	-3%	-9%	27%	-1%	7%	-3%	1%
CN(C(=O)c1ccc(OC2CCN(Cc3ccccn3)CC2)cc1)C1CCCCC1	0.1	-6%	3%	6%	19%	0%	-4%	-16%	50%
Cc1ccc(/C=N/NC(=O)c2ccc(NC(=O)c3ccccc3Cl)cc2)o1	-0.5	-1%	9%	1%	2%	-2%	7%	-13%	15%
CCOC(=O)C1(C)C=C(Nc2ccccc2)C(=O)N1c1ccccc1 (stereo not drawn)	0.5	-29%	12%	-7%	40%[activator]	-1%	7%&4%	-3%	6%
c1ccc(-c2nnnn2-c2ccccc2)cc1	1.2	43%	-9%	-15%	13%	-3%	17%	-12%	-4%
Cc1ccc(S(=O)(=O)N2CCC(C(=O)OCC(=O)N3CCc4ccccc43)CC2)cc1	-0.5	?	-2%	-6%	18%	-3%	-3%	-18%	18%
COC(=O)c1ccccc1-c1ccc(/C=N/NC(N)=O)o1	-0.3	-14%	-4%	-12%	1%[58.9 µM]	0%	112%[activator]	8%	-8%
O=S(=O)(c1ccc2ccccc2c1)n1nc(-c2ccco2)nc1NCc1ccc(F)cc1	-2.6	5%	5%	-26%	11%	-6%	-29%	-7%	.
Cn1c(=O)c2c(SCc3c(F)cccc3Cl)nc(CC(C)(C)C)nc2n(C)c1=O	0.7	-16%	-1%	-8%	9%	-7%	29%	31%[activator]	5%
COc1cccc(OC)c1C(=O)OCC(=O)NCc1ccco1	-0.1	.	-7%	-4%	9%	.	1%	.	23%
O=C(CNC(=O)C1COc2ccccc2O1)N/N=C\c1cccc(O)c1 (stereo not drawn)	0.3	1%	-3%	-18%	9%	0%	13%	?	-1%
O=[N+]([O-])c1ccc(N/N=C2\CC3CC=CC23)cc1 (stereo not drawn)	-0.1	3%	3%	-25%	24%	-3%	?	?	10%
N#Cc1ccc(OCC(=O)OCC(=O)Nc2ccc(N3CCOCC3)cc2)cc1	-0.5	.	-15%	-3%	5%	.	-16%	.	7%
O=C(NCCN1CCCCCC1)C1CC(=O)N(CCc2ccccc2)C1 (stereo not drawn)	0.1	12%	3%	2%	16%	3%	6%	-8%	0%
COc1ccc(OCC(=O)NN2Cc3ccccc3C2=N)cc1	0.1	6%	-2%	-10%	2%	-1%	-16%	-10%	0%
CC(=O)N1CCCc2ccc(NS(=O)(=O)c3ccc(C)cc3)cc21	-0.2	.	-10%	-10%	9%	.	-11%	.	43%
S=C(Nc1ccc(Cl)cc1)N(CCCN1CCOCC1)Cc1ccco1	-0.1	-23%	-18%	-12%	103%[activator]	1%	-13%	-4%	1%

Screens: PubChem, National Center for Advancing Translational Sciences (NCATS)
